Assay outcomes: PubChem BioAssay, several laboratories
UTI89 phage lysis: protection from phage-mediated lysis, alamar blue read-out – E. coli UTI89, K1F phage, bacterial capsule biogenesis inhibitors (AID 488966); one-dose inhibition, % at 100 µM; IC50 in µM for titrated hits; E. coli UTI89 K1F phage lysis, alamar blue, 2 h; higher % means a stronger effect; actives 0.02% (n = 340,000);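 active = phage lysis inhibition, versus mean bacterial control, above a set limit; inconclusive = no clear call, values can overlap the other calls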;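 also: capsule biogenesis inhibitors block K1F phage lysis so surviving cells raise fluorescence; higher fluorescence means more inhibition of phage lysis; actives were called in the ten point dose series up to 300 µM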
GPR55 activation: GPR55 agonists via beta-arrestin recruitment, primary screen, imaging, U2OS cells, beta-arrestin-GFP redistribution (AID 1961) | U2OS GPR55 beta-arrestin-GFP redistribution imaging; higher % means a stronger effect | activation, % at 10 µM, or EC50 in µM where a hit was titrated | actives 0.048% (n = 290,000);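 active = activation above 40% with more than 50 cells counted in the well; inconclusive = wells holding fewer than 50 cells, flagged as toxic or sparse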;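 also: U2OS osteosarcoma cells stably expressing GPR55 and beta-arrestin-GFP; plate controls were DMSO negative control for no effect and LPI positive control for full effect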
NS5 inhibitors: Dengue-2 NS5 methyltransferase inhibitors, primary screen, biochemical, confirmation dose response (AID 588689). Dengue-2 NS5 methyltransferase capping enzyme assay, biochemical; higher % means a stronger effect. inhibition, % at 25 µM, or IC50 in µM where a hit was titrated. actives 0.3% (n = 340,000); in the data active = a potency from the dose series; inconclusive = inhibition above about 29% without an active follow-up result
AID2073: inhibitors of Mint1-CaV2.2 protein interaction, biochemical, HTRF (AID 2073). HTRF protein-protein interaction, Mint1-CaV2.2; higher % means a stronger effect. inhibition, % at 20 µM; hits with a dose series show IC50 in µM. actives 0.19% (n = 290,000); in the data active = inhibition mostly above about 51%, no sharp cut-off; inconclusive = no clear call, values can overlap the other calls; inactive = mostly below about 53%; also: some results filed as inactive read as strong as hits
NTR1 agonist: agonists of NTR1, primary screen, imaging, U2OS cells, beta-arrestin-GFP, high content (AID 493036). P30989. NTR1-U2OS beta-arrestin-GFP spot imaging, agonist mode. activation, % at 20 µM. actives 0.17% (n = 330,000);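 active = activation at or above 40% of the spot to cytoplasm intensity ratio, with at least 20 cells analyzed; inconclusive = wells under 20 cells, flagged as cytotoxic or low count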;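 also: 0% = DMSO without peptide and 100% = 100 nM NTR1 peptide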
Target sequence (P30989 whole entry, looked up): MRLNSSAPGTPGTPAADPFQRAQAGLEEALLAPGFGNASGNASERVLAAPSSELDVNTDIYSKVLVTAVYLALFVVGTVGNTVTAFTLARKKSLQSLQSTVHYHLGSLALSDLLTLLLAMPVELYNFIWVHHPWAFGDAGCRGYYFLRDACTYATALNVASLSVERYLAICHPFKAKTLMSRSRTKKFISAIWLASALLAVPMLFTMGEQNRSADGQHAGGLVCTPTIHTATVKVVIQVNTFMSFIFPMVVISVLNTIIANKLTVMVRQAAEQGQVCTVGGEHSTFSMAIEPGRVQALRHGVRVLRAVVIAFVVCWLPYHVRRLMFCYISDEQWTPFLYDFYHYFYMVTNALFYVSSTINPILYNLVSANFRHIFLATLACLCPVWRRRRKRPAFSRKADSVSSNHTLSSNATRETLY
HIV peptide binding: cell-free HIV fusion peptide-binding blockers – biochemical, uHTS, fluorescence dequenching, primary screen (AID 1986). cell-free peptide binding, fluorescence dequenching, 30 min; higher % means a stronger effect. inhibition, % at 20 µM, or IC50 in µM where a hit was titrated. actives 0.3% (n = 290,000); in the data active = inhibition mostly above about 52%, no sharp cut-off; inactive = mostly below about 76%; also: some results filed as inactive read as strong as hits
GPR35 arrestin U2OS: inhibition of zaprinast-stimulated GPR35 beta-arrestin translocation – imaging, U2OS, beta-arrestin-GFP, zaprinast agonist, primary screen (AID 2058) | U2OS GPR35 beta-arrestin-GFP translocation imaging, zaprinast antagonism; higher % means a stronger effect | one-dose inhibition, % at 10 µM; IC50 in µM for titrated hits | actives 0.052% (n = 290,000);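 active = inhibition of at least 50% with at least 30 cells and total cytoplasm GFP at most 10,000,000; inconclusive = under 30 cells or total GFP of 10,000,000 plus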
GPR55 LPI antagonism: inhibition of LPI-stimulated GPR55 beta-arrestin translocation – imaging, U2OS, beta-arrestin-GFP, LPI agonist, primary screen (AID 2013) | U2OS GPR55 beta-arrestin-GFP translocation imaging, LPI antagonism; higher % means a stronger effect | inhibition, % at 10 µM; hits with a dose series show IC50 in µM | actives 0.13% (n = 290,000);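 active = spots per cell inhibited over 60%, with over 100 cells counted and total cytoplasm intensity under 500,000; inconclusive = wells with under 100 cells, flagged as likely toxic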;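 also: U2OS cells stably carrying GPR55 and arrestin-GFP stimulated by 5 µM LPI near EC80; imaged beta-arrestin-GFP aggregate spots per cell after agonist stimulation; plate controls were LPI-stimulated DMSO wells for no effect and DMSO wells without LPI for full effect; some results filed as inactive read as strong as hits; confirmed hits need IC50 under 10 µM and bright autofluorescent wells are also inconclusive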
Siah-1 displacement: blockers of Siah-1 interaction with plectin peptide – biochemical, fluorescence polarization, rhodamine-plectin, uHTS, primary screen (AID 1817); Siah-1 / rhodamine-plectin peptide fluorescence polarization; higher % means a stronger effect; displacement, % at 20 µM; hits with a dose series show IC50 in µM; actives 0.02% (n = 290,000);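 active = displacement of at least 50% at 20 µM, with a fluorescence ratio check between 0.3 and a set limit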;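 also: plate controls were Siah plus tracer with DMSO for no effect and tracer alone without Siah for full effect; strong numbers were not always called active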
NTR1 agonist cell count 20 µM: second read-out of NTR1 agonist, no call of its own (marks repeat the call); cell count; measured here: cell count, cytotoxicity flag
Active calls of the source: *; ? = inconclusive; . = not tested or not shown; [ ] = dose if it differs, or a comment.

Under each structure – UTI89 phage lysis, GPR55 activation, NS5 inhibitors, AID2073, NTR1 agonist, NTR1 agonist cell count 20 µM, HIV peptide binding, GPR35 arrestin U2OS, GPR55 LPI antagonism, Siah-1 displacement
Cc1nc(C(F)(F)F)c(C(=O)NC(=O)Nc2ccc(OC(F)(F)F)cc2)s1
→ 0.1%, -0.3%, -2%, 0%, 4.3, 79, 2.8%, 10%, 8%, 2%
Cc1ccccc1NC(=O)C(C)n1c2ccccc2c2nc(=O)cc(C)n21 (configuration not stated)
→ 0.1%, -0.1%, -4%, 2%, -0.8, 58, 0.3%, 1%, 14%, 0%
O=C(COc1c(Br)cc(Br)c2cccnc12)N1CCCCC1
→ 0.1%, 0.5%, 1%, 9%, 2.8, 54, -0.8%, 4%, -6%, 2%
O=C(NCCc1ccc(Cl)cc1)c1cc(=O)[nH]c2ccccc12
→ 0.1%, -0.2%, -2%, -7%, 2.7, 48, -0.3%, 0%, 2%, -5%
Cc1ccccc1OCCNC(=O)/C=C/c1ccccc1
→ 4.0%, 0.9%, -4%, -8%, 4.0, 62, 1.3%, -3%, 13%, 3%
C=CCn1c(SCc2csc(C)n2)nc2sc3c(c2c1=O)CCCC3
→ 3.4%, 0.0%, -8%, 1%, ., ., -0.7%, 9%, -16%, -3%
Cc1cc(C)c(C#N)c(Nc2ccc(F)cc2)n1
→ -0.1%, -0.2%, 1%, 6%, -1.6, 77, 0.9%, 6%, -5%, 2%
COc1cccc(-n2nnc(S(=O)(=O)c3ccc(C)cc3)c2N)c1
→ 2.3%[50 µM], 0.2%, -4%, -9%, 0.9, 56, 2.7%, -6%, 6%, 15%
O=C(CN1C(=O)NC2(CCCC2)C1=O)Nc1cc(Cl)ccc1N1CCCC1
→ 0.8%[50 µM], -0.1%, -3%, 3%, 1.0, 55, -2.3%, -14%, 11%, -3%
N#Cc1ccc(CN(c2ccncc2)S(=O)(=O)c2ccccc2)cc1
→ 0.2%, -0.4%, 4%, 13%, 0.2, 37, -0.2%, 0%, 7%, 5%
O=C(COC(=O)CN1C(=O)c2ccccc2C1=O)NC1CCCCC1
→ 0.3%, -0.4%, -2%, 5%, -0.9, 46, -1.4%, 12%, -3%, -6%
CC(=O)c1c(C(C)=O)c(C)n(-c2nc(-c3cccs3)c(C)s2)c1C
→ 1.0%, -0.2%, -5%, -4%, 1.0, 65, -3.1%, 6%, 5%, 2%
O=C(NC(=S)Nc1ccc(N2CCOCC2)c(Cl)c1)c1cccs1
→ 0.1%, -0.1%, 0%, 5%, 4.2, 92, 1.1%, 18%, 3%, 6%
C=CCN1c2ccccc2[C@]23C[C@@H](C(=O)OC)N=C2NC(C(=O)OC)=C(C(=O)OC)[C@H]13
→ 1.6%, -0.1%, -2%, -21%, 2.5, 52, -2.5%, 11%, 6%, 6%
COc1cc(N)c(C(O)c2nccc3cc(OC)c(OC)cc23)cc1OC (configuration not stated)
→ 6.1%, 0.3%, -19%, -8%, -1.6, 62, 1.1%, 12%, -11%, -6%
COc1ccc(/C=N/Nc2ncnc(Cl)c2N)cc1OC
→ 2.1%, 0.2%, ., 6%, 0.5, 50, -0.8%, -4%, -21%, 4%
N#Cc1ccc(-c2ccc(F)cc2)nc1SCC(=O)Nc1sc2c(c1C#N)CCC2
→ 0.4%, 0.0%, 1%, 8%, 0.1, 94, 1.9%, 3%, 11%, -1%
Cc1ccc(NC(=O)CCNS(=O)(=O)c2ccc3[nH]c(=O)oc3c2)cc1F
→ 0.2%, -0.2%, -9%, 1%, -0.2, 57, 3.1%, -3%, 6%, 7%
N#C/C(=C\c1ccc2c(c1)OCO2)C(N)=S
→ ., -0.1%, ., -28%, -0.5, 55, -2.0%, 9%, 11%, 9%
Cc1ccc(NC(=O)COc2ccc(-c3nnco3)cc2)cc1S(=O)(=O)N1CCOCC1
→ 1.3%, -0.2%, -5%, ?, 1.6, 56, -1.2%, 7%, -6%, 3%
O=C(N/N=C/c1cccc(O)c1)c1csc2ccccc12
→ 5.8%, -0.1%, 1%, 9%, -1.3, 34, -4.4%, -17%, 0%, 3%
Cn1nnnc1SCC(=O)Nc1ccccc1[N+](=O)[O-]
→ 1.4%, -0.1%, ., 8%, 0.7, 35, -1.5%, 22%, 10%, -1%
O=C(O)CC(CCc1ccccc1)OC1OC(CO)C(O)C(O)C1O (configuration not stated)
→ 0.3%, 1.2%, 3%, 9%, 0.0, 95, 22%, 9%, 11%, 52%
Cc1cccn2cc(CCNC(=O)c3ccco3)nc12
→ -1.1%, 0.3%, -9%, 8%, 2.9, 82, -0.6%, 0%, 12%, -1%
Cc1cc(C(=O)N/N=C/c2cc(Br)cc(Br)c2OC(=O)c2ccccc2)n[nH]1
→ ., 0.1%, ., 2%, 14, 56, 11%, 2%, 2%, -1%
O=C(c1ccccc1)n1nc(-c2ccccc2)nc1NCc1ccco1
→ 1.9%, -0.1%, -1%, 24%, 7.4, 62, 0.6%, 7%, 0%, -3%
COc1ccc(CCNC(=O)CSc2cccc3cccnc23)cc1OC
→ 2.8%, 0.3%, 5%, 11%, -0.9, 39, 1.5%, 5%, 6%, 2%
CCOC(=O)c1c(NC(=O)C(=O)N/N=C/c2ccccc2O)sc2c1CCCCC2
→ 0.4%, 0.1%, -6%, -2%, -0.4, 75, 1.1%, 4%, 3%, -1%
COC(=O)c1nn(-c2ccccc2)ccc1=O
→ 0.2%[50 µM], 0.2%, -3%, -14%, 0.4, 69, -0.8%, 20%, 17%, -7%
Nc1cc([N+](=O)[O-])ccc1O
→ -13%, -0.2%, 18%, 3%, 0.4, 54, 9.5%, -15%, -1%, -5%

Quoted from the results shown, 6 compounds:
Under each structure – UTI89 phage lysis, GPR55 activation, NS5 inhibitors, AID2073, NTR1 agonist, NTR1 agonist cell count 20 µM, HIV peptide binding, GPR35 arrestin U2OS, GPR55 LPI antagonism, Siah-1 displacement
Cc1ccccc1NC(=O)C(C)n1c2ccccc2c2nc(=O)cc(C)n21 (configuration not stated)
→ 0.1%, -0.1%, -4%, 2%, -0.8, 58, 0.3%, 1%, 14%, 0%
O=C(COc1c(Br)cc(Br)c2cccnc12)N1CCCCC1
→ 0.1%, 0.5%, 1%, 9%, 2.8, 54, -0.8%, 4%, -6%, 2%
O=C(NCCc1ccc(Cl)cc1)c1cc(=O)[nH]c2ccccc12
→ 0.1%, -0.2%, -2%, -7%, 2.7, 48, -0.3%, 0%, 2%, -5%
Cc1ccccc1OCCNC(=O)/C=C/c1ccccc1
→ 4.0%, 0.9%, -4%, -8%, 4.0, 62, 1.3%, -3%, 13%, 3%
C=CCn1c(SCc2csc(C)n2)nc2sc3c(c2c1=O)CCCC3
→ 3.4%, 0.0%, -8%, 1%, ., ., -0.7%, 9%, -16%, -3%
Cc1cc(C)c(C#N)c(Nc2ccc(F)cc2)n1
→ -0.1%, -0.2%, 1%, 6%, -1.6, 77, 0.9%, 6%, -5%, 2%

Next entries follow.
Under each structure – UTI89 phage lysis, GPR55 activation, NS5 inhibitors, AID2073, NTR1 agonist, NTR1 agonist cell count 20 µM, HIV peptide binding, GPR35 arrestin U2OS, GPR55 LPI antagonism, Siah-1 displacement
CCOC(=O)c1ccc2c(c1)n(CCO)c(C)[n+]2CC
→ 1.9%, 0.5%, 31%, 3%, 0.9, 57, -3.0%, 11%, 10%, 1%
Cc1cccc(NC(=O)CCc2nnc3ccc(N4CCC(C)CC4)nn23)n1
→ 0.2%, -0.1%, -7%, 1%, 0.2, 69, -0.8%, -6%, 3%, 15%
Cc1nn(Cc2c(F)c(F)c(F)c(F)c2F)c(C)c1NC(=O)c1nn(C)cc1Br
→ 1.7%[50 µM], -0.1%, 0%, 6%, -0.2, 61, 1.3%, 7%, 2%, -1%
CC1CCN(CCCOc2ccc(Cl)cc2Br)CC1
→ 0.2%, -0.6%, -6%, 9%, 0.6, 61, -0.8%, 0%, 16%, 6%
COc1ccc(-c2c3c(=O)n(C)c(=O)n(C)c3cn2C2CCCCC2)cc1
→ 0.5%, -0.1%, -1%, 9%, 9.0, 38, -1.6%, -11%, -12%, -5%
COc1ccc(S(=O)(=O)N2C3CCC2CC(NC(=O)NC2CCCCC2)C3)cc1 (configuration not stated)
→ 0.0%, -0.1%, -3%, 1%, -0.9, 68, 1.4%, 15%, 0%, 3%
CCCN=Cc1ccc(O)cc1
→ ., -0.1%, ., 1%, -0.4, 36, -0.3%, 0%, 3%, 2%
O=C(Nc1cccc(F)c1)c1c(F)c(F)c(F)c(F)c1F
→ 0.4%, -0.1%, -5%, 3%, -0.2, 86, 0.2%, 4%, 10%, 0%
COC(=O)c1[nH]c2ccc(C)cc2c1NC(=O)CN1CCCc2ccccc21
→ 0.0%, -0.1%, -11%, -8%, -0.2, 86, 0.1%, 18%, -2%, -5%
COCCCn1c(C)nnc1SCc1ccc(C(C)(C)C)cc1
→ 0.3%, 0.0%, -2%, -4%, 0.7, 59, 0.4%, 4%, -2%, -1%
Nc1ccccc1C(=O)N1CCCC1
→ -0.2%, -0.6%, -11%, -7%, 0.5, 48, -3.3%, -10%, 6%, -2%
CC(=O)N1N=C(N)SC1c1cccc([N+](=O)[O-])c1 (configuration not stated)
→ 8.1%, 0.2%, 9%, 6%, -1.0, 47, 2.2%, -1%, 5%, 8%
Cc1cc(C)cc(NC(=O)N2CCCN(Cc3c(F)cccc3Cl)CC2)c1
→ -1.6%, -0.2%, -2%, -9%, -0.8, 30, 0.0%, 19%, 8%, 5%
CCOc1ccc(OCC)c(S(=O)(=O)NNC(=O)c2c(C)nc3ccccn23)c1
→ 1.2%[50 µM], -0.2%, -5%, -3%, -0.8, 68, 2.4%, 7%, 2%, -1%
COc1cc(/C=N/N(C)c2ccccc2)ccc1O
→ -1.9%, 0.1%, -3%, -39%, -0.5, 66, -5.6%, -12%, -12%, 1%
